Compound activity deposited in PubChem BioAssay by Sanford-Burnham Center for Chemical Genomics.
SENP8 block-1: blocks human SENP8 cleavage of Nedd8 substrate | Q96LD8 | AID 602440 | 360,000 tested, 0.64% active | inhibition, % at 20 µM | recombinant SENP8, Nedd8 substrate fluorescence; in the data active means inhibition mostly above about 40%, no sharp cut-off; inactive means mostly below about 27%
Target sequence (Q96LD8 whole entry, looked up): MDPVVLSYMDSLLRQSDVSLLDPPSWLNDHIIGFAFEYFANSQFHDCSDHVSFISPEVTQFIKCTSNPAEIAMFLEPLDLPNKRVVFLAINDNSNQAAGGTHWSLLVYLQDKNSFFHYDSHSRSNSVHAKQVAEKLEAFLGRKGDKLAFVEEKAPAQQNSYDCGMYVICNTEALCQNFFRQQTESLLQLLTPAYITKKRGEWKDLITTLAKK
PfGluPho inh: PfG6PD (Plasmodium falciparum) enzyme inhibition. AID 504690. inhibition, % at 20 µM. PfGluPho enzyme, NADPH resazurin-diaphorase fluorescence. 350,000 tested, 0.78% active;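 active means inhibition reaching at least a set limit at 20 µM in the primary screen, cut at about 59% in these data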;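 further: 0% = DMSO wells with substrate and 100% = DMSO wells lacking glucose-6-phosphate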
HKDC1 inh: inhibitors of human hexokinase HKDC1 | Q2TB90 | recombinant HKDC1, G6PDH/diaphorase resazurin coupled fluorescence | inhibition, % at 20 µM | 340,000 tested, 0.16% active | AID 493160;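 active means inhibition above about 35% when tested at 20 µM, limit read from the data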;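 further: plate controls were DMSO wells with enzyme for no effect and DMSO wells lacking enzyme for full effect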
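Test system: recombinant HKDC1 (HK5) hexokinase enzyme, produced in-house / Doses: 20 µM test compound, 1% DMSO / Timing: 90 min, room temperature / Detection: G6PDH/diaphorase-coupled fluorescence, 1 mM NADP, 100 µM resazurin, 525/613 nm / Control set: DMSO wells with and without enzyme mix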
UBC13 inh: inhibitors of human UBC13 polyubiquitin chain formation; P61088; TR-FRET; inhibition, % at 20 µM; 330,000 tested, 0.47% active; in the data active means inhibition above about 45%, passing the limit was not always enough; inconclusive means no clear call, values can overlap the other calls
Target sequence (P61088 whole entry, looked up): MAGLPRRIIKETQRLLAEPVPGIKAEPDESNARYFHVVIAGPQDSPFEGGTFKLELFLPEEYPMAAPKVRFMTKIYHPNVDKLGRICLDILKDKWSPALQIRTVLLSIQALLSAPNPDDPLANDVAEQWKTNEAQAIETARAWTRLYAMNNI
SENP8 block-2: inhibitors of human SENP8 protease. 330,000 tested, 1.2% active. purified SENP8, Z-RLRGG-aminoluciferin cleavage, luminescence. AID 2540. inhibition, % at 10 µM. Q96LD8; in the data active means inhibition above about 50%
SENP1 FRET inh: blocks the human SENP1 SUMO protease catalytic domain; Q9P0U3; recombinant SENP1 catalytic domain, CyPet-SUMO1-YPet FRET cleavage; AID 624204; 360,000 tested, 0.21% active; inhibition, % at 10 µM;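 active means inhibition at least 30% at 10 µM, raw YFP signal under a set limit, fluorescence ratio 0.5 to 1.5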;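 further: 0% = enzyme with DMSO and 100% = no enzyme wells; some results filed as inactive read as strong as hits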
Target sequence (Q9P0U3 419-644 limits assumed): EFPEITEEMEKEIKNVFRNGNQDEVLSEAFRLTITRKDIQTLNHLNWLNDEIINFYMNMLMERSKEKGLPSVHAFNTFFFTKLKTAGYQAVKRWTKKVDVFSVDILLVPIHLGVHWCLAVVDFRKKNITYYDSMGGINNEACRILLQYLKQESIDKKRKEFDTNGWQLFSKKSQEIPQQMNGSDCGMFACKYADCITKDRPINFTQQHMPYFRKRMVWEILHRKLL
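Material – human SENP1 catalytic domain · Input – SENP1 enzyme, 20 pM final · Compound dosing – single concentration of 10 µM compound, 0.5% DMSO final · Timing – enzyme reaction for 50 min at room temperature, dark · Measured by – FRET fluorescence in CFP and YFP emission channels · Control set – no-enzyme wells low, DMSO-plus-enzyme wells high control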
SENP6 inh: SENP6 protease inhibition | Recombinant SENP6 catalytic domain, aminoluciferin luminescence | Q9GZR1 | inhibition, % at 10 µM | 330,000 tested, 1.8% active;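 active means inhibition above about 50% at the single tested dose, limit read from the data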;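 further: plate controls were DMSO wells with enzyme for no effect and DMSO wells lacking enzyme for full effect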
SENP7 block: inhibitors of human SENP7 protease; 330,000 tested, 1.5% active; inhibition, % at 5 µM; recombinant SENP7, Z-RLRGG-aminoluciferin luminescence, 40 min;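 active means inhibition above about 50% at the single test dose, limit read from the data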;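 further: plate controls were DMSO with enzyme for no effect and no enzyme buffer wells for full effect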
Target sequence (Q9BQF6 706-1050 limits assumed): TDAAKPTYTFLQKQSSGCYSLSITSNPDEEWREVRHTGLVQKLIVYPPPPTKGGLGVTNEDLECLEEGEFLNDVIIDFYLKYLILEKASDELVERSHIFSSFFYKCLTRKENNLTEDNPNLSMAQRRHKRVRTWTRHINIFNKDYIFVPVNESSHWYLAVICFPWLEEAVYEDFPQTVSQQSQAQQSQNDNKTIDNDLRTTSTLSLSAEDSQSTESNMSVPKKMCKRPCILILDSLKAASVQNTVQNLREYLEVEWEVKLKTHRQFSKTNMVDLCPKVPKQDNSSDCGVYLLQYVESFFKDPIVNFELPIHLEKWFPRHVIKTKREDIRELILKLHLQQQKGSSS
MIN6 prolif: inducers of beta-cell replication in MIN6 cells | proliferation, % at 10 µM | 330,000 tested, 0.29% active | MIN6 cells proliferation, ATPlite luminescence, 48 h; cells starved in 0.2% serum; 100% = growth in 10% serum;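 active means compounds whose signal lies at least 3.5 SD above the mean of all wells on their plate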;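 further: 0% = DMSO-treated cells in low-serum medium and 100% = 10% serum control; some compounds called inactive have numbers as strong as hits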
* = called active by the depositor; ? = inconclusive; nt = no result given.

molecule,SENP8 block-1,PfGluPho inh,HKDC1 inh,UBC13 inh,SENP8 block-2,SENP1 FRET inh,SENP6 inh,SENP7 block,MIN6 prolif
Cc1nn(Cc2c(Cl)cccc2Cl)c(C)c1C(=O)NCc1ccc(C)n1C,-32.9,-6.0,-0.6,-4.1,-7.1,-1.8,-14.3,-2.5,0.2
O=C(N/N=C/c1ccccn1)c1cc(-c2ccccc2)nc2ccccc12,17.4,-10.2,-6.9,-30.3,6.2,16.7,1.3,-1.2,-4.3
Nn1c(SCC(=O)NCCc2ccc(F)cc2)nnc1C1CCCCC1,27.2,50.7,-5.3,-11.2,-9.0,0.5,10.8,0.5,-3.3
CC(C)C(=O)n1nc(-c2cccnc2)nc1NCc1ccc(F)cc1,17.3,6.8,-0.1,13.5,1.1,3.6,-11.1,1.3,-0.7
COc1cc(C(C)=O)ccc1Oc1cc(NN2CCCCC2)c([N+](=O)[O-])cc1[N+](=O)[O-],23.9,-11.7,3.1,-17.5,9.9,1.5,5.1,-1.1,-8.0
COc1cccc(-c2nnc3sc(-c4cccs4)nn23)c1,-6.7,5.3,-1.7,12.1,-21.5,-0.3,-1.8,-6.8,0.2
O=C(Nc1sc2c(c1C(=O)O)CCC2)c1ccco1,-81.3,13.8,8.1,2.4,91.1*,0.8,97.0*,90.7*,-1.0
CC(C)(C)c1ccc(OC(=O)CN2C(=O)C3C4CCC(C4)C3C2=O)cc1 (stereo not given),20.1,3.1,-0.6,-11.4,-14.5,-0.7,3.3,-4.8,0.0
CCCOC(=O)CCCCCCCCC(O)CN1CCCCC1 (stereo not given),5.1,-1.9,-5.8,-13.2,-8.8,2.7,0.8,-9.7,-2.5
Cc1[nH]c2ccccc2c1CCC(N)=O,0.1,-16.6,1.9,-2.9,-1.6,-5.4,-6.5,8.7,1.3
COCCNC(=O)c1c(C)cc(C)cc1C,14.4,9.4,-5.8,?,-10.4,-0.7,-2.0,-5.0,-2.2
O=c1cc2oc3cc(O)c(O)cc3c(-c3ccccc3O)c-2cc1O,27.0,12.6,31.4,nt,nt,27.3,nt,nt,nt
CCCCOc1ccc(CSc2nncn2N)cc1,9.4,-6.5,-7.9,-3.6,-9.6,3.5,-1.2,9.1,-2.3
Cc1ccc(N(C)C(=O)c2cnn(-c3ccccc3)c2C)c(C)c1,9.7,-2.7,-3.6,-3.6,-9.2,1.2,-7.6,8.0,-3.5
CCOc1nnc(C)c2c(C)n(-c3ccc(Cl)cc3)nc12,31.9,-7.7,-7.0,-4.3,-6.7,-34.9,-23.3,-6.2,-2.2
S=c1[nH]nc(-c2ccncc2)n1CC1CCCO1 (stereo not given),16.0,13.6,-0.6,-1.9,4.9,1.0,7.2,1.1,-1.8
CCNC(=O)N1CCNC(=O)C1CC(=O)Nc1ccc(C(=O)OCC)cc1 (stereo not given),13.9,2.5,3.1,0.2,0.7,1.4,-5.0,2.5,0.0
COc1ccccc1N1CCN(Cc2ccco2)CC1,30.7,9.5,-5.4,6.8,-1.4,2.9,13.4,3.8,-1.1
Cc1ccc(N2CC(C(=O)N/N=C/c3sccc3C)CC2=O)cc1 (stereo not given),12.4,-15.0,4.5,-12.3,-8.4,1.1,-0.9,-3.6,-3.5
Cc1ccc(Cl)cc1N1CCN(C(=O)CCCn2c(=O)c3cccn3c3cccnc32)CC1,-31.1,-7.5,7.4,-3.7,10.7,-3.7,-8.5,4.1,-6.7
CC(=O)NCc1ccc(S(=O)(=O)N2CCN(S(=O)(=O)c3ccc4ccccc4c3)CC2)cc1,1.1,8.7,2.6,-1.1,-10.4,0.9,-15.2,-12.0,-2.5
Cc1ccc(NC(=O)NN(C)c2c(Cl)c(Cl)nn2C)cc1,6.5,16.7,-6.2,5.6,-3.0,-1.3,-6.4,13.0,-1.1
COc1cc(NC(=O)CSCC(=O)Nc2cc(OC)cc(OC)c2)cc(OC)c1,nt,3.0,-5.9,-2.3,-9.6,nt,-15.8,-11.8,-1.0
NS(=O)(=O)c1ccc(CNC(=O)Cc2ccc(S(=O)(=O)N3CCOCC3)s2)cc1,-4.4,-0.3,-8.6,-4.1,1.7,-3.1,-8.7,7.1,-4.9
COC(=O)C=CC(=NNc1ccccc1)c1ccccc1,-84.2,25.5,0.1,nt,nt,8.1,nt,nt,nt
CC1CCN(C(=O)c2ccc(Br)c(S(=O)(=O)N3CCOCC3)c2)CC1,8.2,-15.9,2.5,-1.4,-2.4,-0.5,-20.4,-12.9,-2.1
CCOC(=O)/C=C/S(=O)(=O)c1ccc(NC(C)=O)cc1,24.9,21.5,0.5,-6.7,-4.7,3.2,-14.9,1.3,-5.9
CCOC(=O)C1(Cc2ccccc2C(F)(F)F)CCN(C(C)COC)CC1 (stereo not given),10.9,-10.6,-6.3,17.5,-0.9,3.7,9.6,-1.1,-1.0
O=C(c1ccccc1[N+](=O)[O-])N1CCc2ccccc2C1,3.5,-4.2,-4.7,3.6,-3.3,-0.4,-2.1,1.2,1.9
O=c1[nH]c2ccc(NC(=S)NCc3ccccc3)cc2[nH]1,14.8,9.8,-8.8,-10.7,0.5,1.7,-5.6,-4.1,-2.1

Printed as active in SENP7 block (from the list above):
| compound | PfGluPho inh | HKDC1 inh | UBC13 inh | SENP1 FRET inh | SENP6 inh | SENP7 block |
| --- | --- | --- | --- | --- | --- | --- |
| O=C(Nc1sc2c(c1C(=O)O)CCC2)c1ccco1 | 13.8 | 8.1 | 2.4 | 0.8 | 97.0* | 90.7* |

Given as labelled records: entries from further up.
> O=c1cc2oc3cc(O)c(O)cc3c(-c3ccccc3O)c-2cc1O
  SENP8 block-1: 27.0 | PfGluPho inh: 12.6 | HKDC1 inh: 31.4 | UBC13 inh: nt | SENP8 block-2: nt | SENP1 FRET inh: 27.3 | SENP6 inh: nt | SENP7 block: nt | MIN6 prolif: nt
> CCCCOc1ccc(CSc2nncn2N)cc1
  SENP8 block-1: 9.4 | PfGluPho inh: -6.5 | HKDC1 inh: -7.9 | UBC13 inh: -3.6 | SENP8 block-2: -9.6 | SENP1 FRET inh: 3.5 | SENP6 inh: -1.2 | SENP7 block: 9.1 | MIN6 prolif: -2.3

Additional records.
molecule,SENP8 block-1,PfGluPho inh,HKDC1 inh,UBC13 inh,SENP8 block-2,SENP1 FRET inh,SENP6 inh,SENP7 block,MIN6 prolif
COc1ccc(NC(=O)CCN2C(=O)c3cccc([N+](=O)[O-])c3C2=O)cc1,15.9,-4.6,1.5,-6.5,7.2,0.7,-3.0,2.8,-0.1
S=c1[nH]c2cc3ccccc3cc2[nH]1,-9.0,29.1,7.1,-26.9,7.5,-22.0,-21.5,4.8,-1.4
Cc1cc(Br)ccc1NC(=O)CCSc1ccccc1,17.5,-7.0,-1.9,-5.4,9.5,-1.0,-7.0,2.9,-4.0
Cc1cc(=O)oc(C)c1C(=O)OCC(=O)c1ccc(Cl)cc1,27.0,-7.0,-0.3,1.6,16.6,2.0,-4.2,1.4,-1.5
COc1ccc(N2CCOCC2)c(NC(=O)c2cccc3ccccc23)c1,5.8,8.6,-1.9,9.0,-7.8,2.9,-0.9,-6.1,-2.5
Cc1cccc(NC(=O)c2ccc(-n3ccnc3)nc2)c1,13.5,-5.8,11.3,4.3,-2.5,0.2,-3.6,9.9,-2.9
CS(=O)(=O)N(CC(=O)N1CCOCC1)c1ccccc1,6.6,-5.5,-0.9,-0.1,0.0,2.6,-16.3,2.0,-1.8
O=C(CCS(=O)(=O)c1ccc(Cl)cc1)Nc1nnc(-c2ccco2)o1,4.7,-23.9,-3.1,-4.5,-0.5,0.2,0.5,-1.2,-2.6
CCOc1cc(/C=C2\NC(=S)N(C)C2=O)ccc1OCc1ccc(C(=O)O)cc1,-84.3,-10.0,-1.1,-8.3,0.0,-50.7,4.9,3.9,-1.9
Cc1cccc(N2CCN(C(=O)CCc3nc4ccccc4[nH]3)CC2C)c1 (stereo not given),6.4,9.7,-4.2,-5.5,-7.8,2.0,-6.4,-7.6,-1.0
Cc1cc(C)c2c3c(cn2n1)c(=O)n(C)c(=O)n3C,-29.7,3.2,4.4,1.9,2.8,17.9,-6.1,-4.1,2.5
COc1ccc(N2C(=O)C3CC(C)=C(C)CC3C2=O)c(OC)c1 (stereo not given),14.6,-2.0,-1.8,7.6,-3.4,3.2,-8.6,-9.0,-1.5
Cc1ccc2c(c1)C(=O)CC1(CCCCCC1)O2,-57.8,2.4,-3.9,4.2,-5.0,1.6,0.1,-8.8,2.1
CC(=O)Nc1ccc(S(=O)(=O)Nc2ccc(-c3ccc4nnc(C)n4n3)cc2)cc1,-303.0,7.5,-3.4,1.6,-6.1,4.1,1.4,0.1,-0.6
CC(C)(C)OC(=O)N[C@H](C(=O)OC(C)(C)C)c1ccc2c(c1)OCO2,16.4,2.6,-2.0,16.3,0.5,-2.0,-1.9,0.3,-4.0
Cc1ccc2c(c1)nc(NCCO)n2C,-154.8,-1.3,-5.2,6.2,4.3,-0.9,-7.9,-4.5,-0.2
Cc1cc(=O)oc(C)c1C(=O)Nc1ccc(F)cc1,6.6,1.6,-5.6,4.6,2.3,3.6,-5.7,-3.0,2.4
F[B-](F)(F)c1cncc2ccccc12,-3.5,-16.0,-3.3,nt,nt,-0.4,nt,nt,nt
CN1C(=O)CS(=O)c2ccc(C(=O)NCCC3=CCCCC3)cc21 (stereo not given),12.6,30.0,-7.8,7.4,8.1,-45.1,-5.0,-2.3,-3.4
CCn1cnc2c1c(=O)n(CC(=O)Nc1cc(C)on1)c(=O)n2Cc1ccccc1,2.9,-6.9,-2.1,-2.5,4.4,-2.3,-26.7,2.9,-1.1
CC(C)NC(=O)Nc1cccc2c1O[C@H](CN(C)C(=O)NC1CCCCC1)[C@H](C)CN([C@H](C)CO)C2=O,-15.7,-2.9,0.2,-7.5,-14.9,-0.2,-25.8,-4.4,0.1
COc1cccc(NC(=O)CN(C)C(=O)c2ccc(COc3ccccc3)o2)c1,6.6,-23.7,3.0,8.2,-5.0,2.6,-1.9,8.9,0.1
Cc1ccc(S(=O)(=O)N(C)C[C@H]2Oc3ccc(NC(=O)Nc4c(C)noc4C)cc3CC(=O)N([C@@H](C)CO)C[C@@H]2C)cc1,10.1,-0.1,5.8,4.0,-5.1,1.0,-8.8,4.1,-0.6
CN(CC(=O)Nc1ccccc1C(F)(F)F)C(=O)c1cccc(-n2cccc2)c1,8.0,-13.3,2.3,-5.0,-4.2,-0.1,-6.4,2.9,-4.8
CC(=O)Nc1nc2cc([N+](=O)[O-])ccc2s1,6.7,5.0,-4.4,-5.8,0.0,1.4,4.0,8.2,-1.2
O=C(NC(=S)Nc1ccccn1)c1ccco1,8.5,-3.7,10.8,-13.1,5.5,0.3,16.7,12.4,-4.6
CC(C)(C)CC(C)(C)NC(=O)/C=C/C(=O)O,30.8,-6.0,-0.2,8.7,-1.6,0.2,-6.2,0.4,2.0
C/C(=N\Nc1nc(C)cc(C)n1)c1ccc(N2CCOCC2)cc1,2.6,14.8,-14.9,-14.6,-8.2,2.3,-14.1,-5.3,-6.0
COc1cc(OC)c(OC)cc1CN1CCN(S(=O)(=O)c2ccc(F)cc2)CC1,17.7,-9.8,0.1,-7.2,5.6,1.4,1.4,-11.0,-2.5
O=C(NC1CCCCC1)C(c1ccc2ncccc2c1)N(Cc1ccccc1)C(=O)c1ccc2c(c1)OCCO2 (stereo not given),8.5,3.5,-10.2,3.2,4.8,2.8,15.6,8.0,-2.5
